Compound activity as filed in PubChem BioAssay.
SUMO1 PPI mod – modulators of SUMO1 protein-protein interactions, primary screen, biochemical, uHTS; SUMO1 binding to a labelled peptide, TR-FRET, 1 h; Small ubiquitin-related modifier 1 (Homo sapiens), P63165; AID 602429, 2012; 360,000 compounds, 0.33% hits; inhibition, % at 20 µM; in the data active = inhibition above about 37%
NRP1-CendR mod – modulators of CendR peptide binding to NRP-1, primary screen, biochemical, fluorescence polarization, uHTS; inhibition, % at 25 µM; 360,000 compounds, 0.85% hits; AID 602438, 2012; Neuropilin-1 (Homo sapiens), O14786; FAM-RPARPAR peptide binding to NRP-1;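 active = inhibition or corrected inhibition above about 18%, plus a signal ratio from 0.5 to 1.5, limit read from the data, passing the limit was not always enough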; also: strong numbers were not always called active
Target sequence (O14786 whole entry, looked up): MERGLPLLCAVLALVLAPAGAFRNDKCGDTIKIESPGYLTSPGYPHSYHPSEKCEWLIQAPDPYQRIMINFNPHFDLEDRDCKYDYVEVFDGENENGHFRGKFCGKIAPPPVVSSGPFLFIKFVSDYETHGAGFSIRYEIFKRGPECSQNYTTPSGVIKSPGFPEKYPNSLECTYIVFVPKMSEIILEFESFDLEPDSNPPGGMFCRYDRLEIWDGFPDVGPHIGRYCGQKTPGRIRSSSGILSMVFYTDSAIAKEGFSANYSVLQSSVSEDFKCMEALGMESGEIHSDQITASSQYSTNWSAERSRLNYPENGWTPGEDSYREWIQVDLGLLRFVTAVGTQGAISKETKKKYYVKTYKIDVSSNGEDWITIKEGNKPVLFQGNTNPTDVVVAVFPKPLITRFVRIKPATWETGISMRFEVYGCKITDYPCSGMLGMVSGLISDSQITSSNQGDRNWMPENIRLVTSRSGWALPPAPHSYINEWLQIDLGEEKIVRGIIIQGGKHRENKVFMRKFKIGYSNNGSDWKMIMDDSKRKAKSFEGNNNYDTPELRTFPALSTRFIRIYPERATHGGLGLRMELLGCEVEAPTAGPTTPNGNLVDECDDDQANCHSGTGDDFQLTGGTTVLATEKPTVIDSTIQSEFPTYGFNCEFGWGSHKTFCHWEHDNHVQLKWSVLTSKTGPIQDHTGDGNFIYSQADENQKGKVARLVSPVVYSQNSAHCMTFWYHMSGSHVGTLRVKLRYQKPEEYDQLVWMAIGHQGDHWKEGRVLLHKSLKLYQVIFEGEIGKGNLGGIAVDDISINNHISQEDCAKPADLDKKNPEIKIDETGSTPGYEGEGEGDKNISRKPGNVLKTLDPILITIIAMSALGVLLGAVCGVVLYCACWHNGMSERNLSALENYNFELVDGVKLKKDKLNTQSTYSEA
MsrA inhibitor – bovine MsrA enzyme inhibitors, primary screen, biochemical, absorbance, HTS. 360,000 compounds, 0.75% hits. AID 651718, 2012. Methionine sulfoxide reductase A (Bos taurus). inhibition, % at 15.5 µM. purified bovine MsrA, absorbance read-out; in the data active = inhibition above about 4.5%;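 also: 0% = vehicle wells with enzyme and 100% = reference inhibitor wells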
STEP inh – STEP phosphatase inhibitors, primary screen, biochemical, fluorescence intensity, uHTS; AID 588621, 2011; inhibition, % at 20 µM; recombinant STEP, OMFP fluorogenic substrate; 360,000 compounds, 0.25% hits;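 active = inhibition at 20 µM, scaled per plate between control wells, above about 37%, limit read from the data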;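 also: 0% = DMSO with enzyme and substrate and 100% = substrate only without enzyme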
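System: STEP phosphatase, cell-free reaction; Buffer or medium: Bis-Tris pH 6.0 buffer with DTT, detergent; Incubation: 20 min at room temperature, dark; Measured by: fluorescence, 480/540 nm.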
DNMT1 inh – human DNMT1 methyltransferase inhibitors, primary screen, biochemical, molecular beacon, fluorescence, HinP1I cleavage, uHTS | 360,000 compounds, 0.83% hits | DNA (cytosine-5)-methyltransferase 1 (Homo sapiens), P26358 | inhibition (reported as % activation of signal), % at 10 µM; in the data active = inhibition above about 50%
E coli Lon inh – inhibitors of E. coli Lon protease, primary screen, biochemical, fluorescence polarization. purified E. coli Lon protease. inhibition, % at 7.94 µM. AID 602123, 2011. P0A9M0. 360,000 compounds, 0.42% hits; in the data active = inhibition above about 13%, passing the limit was not always enough;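 also: 0% = enzyme with probe and DMSO and 100% = no enzyme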
TbMetRS inhib – T. brucei MetRS inhibitors, primary screen, biochemical, luminescence | methionyl-tRNA synthetase (Trypanosoma brucei brucei) | purified T. brucei MetRS, ATP depletion, Kinase-Glo luminescence | 360,000 compounds, 0.4% hits | AID 624268, 2012 | inhibition, % at 11.9 µM;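 active = inhibition above a per-plate cutoff of the control wells' mean inhibition plus 3 SD, cut at about 5.5% in these data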;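 also: 0% = DMSO wells median and 100% = median of wells with control inhibitor compound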
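Material: parasite MetRS enzyme / Replication: singlicate, one well per compound / Signal: luminescence of leftover ATP / Schedule: 2 h aminoacylation at 25 °C after 15 min preincubation / Medium: HEPES-MgCl2-KCl buffer plus DTT, spermine, BSA, pyrophosphatase / Doses: 11.9 µM single point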
bovine MsrA act – bovine MsrA enzyme activators, primary screen, biochemical, absorbance, HTS | Methionine sulfoxide reductase A (Bos taurus) | purified bovine MsrA, absorbance read-out | activation, % at 10.6 µM | 360,000 compounds, 0.3% hits | AID 602163, 2012; in the data active = activation above about 7.5%;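 also: 0% = vehicle and 100% = reference activator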
LMPTP block – LMPTP phosphatase inhibitors, primary screen, biochemical, fluorescence intensity, uHTS; Low molecular weight phosphotyrosine protein phosphatase (Homo sapiens), P24666; recombinant LMPTP-A, OMFP fluorogenic substrate; inhibition, % at 20 µM; 360,000 compounds, 0.22% hits;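 active = compounds that cut the enzyme signal by at least half of the control window in the single-dose screen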;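 also: plate controls were DMSO wells with enzyme plus substrate for no effect and substrate without enzyme for full effect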
Target sequence (P24666 whole entry, looked up): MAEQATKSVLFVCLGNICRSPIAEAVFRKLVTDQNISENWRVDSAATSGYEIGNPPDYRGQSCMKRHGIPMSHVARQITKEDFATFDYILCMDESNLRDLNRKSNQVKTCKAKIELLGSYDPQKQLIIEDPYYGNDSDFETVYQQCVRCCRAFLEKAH
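Assay system: LMPTP-A phosphatase enzyme | Input: 0.625 nM enzyme | Also added: Fluorogenic phosphatase substrate OMFP at 400 µM final | Compound dosing: One test concentration per compound, 20 µM, with 3% DMSO overall | Schedule: 50 min enzyme reaction at room temperature, protected from light | Signal: Fluorescence intensity | Benchmarks: no-enzyme and uninhibited controls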
Scp1 inh – Scp-1 phosphatase inhibitors, primary screen, biochemical, colorimetric, uHTS. Recombinant Scp1, phosphopeptide, malachite green phosphate absorbance. Carboxy-terminal domain RNA polymerase II polypeptide A small phosphatase 1 (Homo …. inhibition, % at 20 µM. AID 493091, 2011. 340,000 compounds, 0.88% hits;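 active = inhibition above about 50% at 20 µM, limit read from the data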;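 also: plate controls were DMSO wells with enzyme for no effect and wells lacking enzyme for full effect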
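Test system: SCP-1 phosphatase catalytic domain, residues 76-261; measured by: colorimetric phosphate reagent with accelerator and stabiliser, absorbance at 630 nm; timing: enzyme reaction 45 min at room temperature, colour 5 min, stabilisation 30 min; also added: Phosphorylated 17-residue peptide substrate; compound dosing: one concentration, 20 µM, with 1.0% DMSO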
Active calls of the source: *; / = not tested or not shown.

No.	structure	SUMO1 PPI mod	NRP1-CendR mod	MsrA inhibitor	STEP inh	DNMT1 inh
1	COc1ccc(-c2nn(C)c(=O)c3ccccc23)cc1NC(=O)COc1ccccc1	-2	-9	-0.1	-2	-13
2	CCOC(=O)c1[nH]cnc1C(=O)Nc1ccc(C)cc1	2	2	1.6	-1	2
3	c1nnc2c3c4c(sc3ncn12)CCC4	-6	-7	2.7	-4	0
4	O=C(CN1C(=O)C2C3C=CC(C3)C2C1=O)Nc1nc2ccccc2[nH]1 (centres undefined)	1	19	0.2	-1	0
5	O=C(O)COc1ccc(/C=N/NC(=O)c2cccc3ccccc23)cc1	-8	-4	2.4	1	-2
6	CN(CC(=O)Nc1cccc(F)c1)C(=O)c1ccc(N2CCCC2)c([N+](=O)[O-])c1	-26	11	0.6	1	3
7	O=C(CCCc1c[nH]c2ccccc12)Nc1ccc2ccccc2c1	-2	0	-1.7	3	-16
8	Cc1ccc(C)c(S(=O)(=O)NCc2ccc3c(c2)OCO3)c1	-1	-2	0.4	0	2
9	Cc1ccc([N+](=O)[O-])cc1S(=O)(=O)Nc1ccc(-c2ccc(N3CCCC3)nn2)cc1	-11	-18	2.8	4	-8
10	CCn1c(=O)cc(OCC(=O)N(C)c2ccccc2F)c2ccccc21	3	-1	0.2	-1	2

No.	E coli Lon inh	TbMetRS inhib	bovine MsrA act	LMPTP block	Scp1 inh
1	-2	-0.4	-3	3.1	-9
2	17	-0.7	-12	-0.7	-8
3	3	0.3	0	-1.8	0
4	8	1.5	0	-2.7	1
5	0	-0.2	-2	0.2	-3
6	10	-0.2	0	0.3	-5
7	-8	-0.3	-7	1.3	59*
8	-13	-1.1	-9	0.6	-1
9	2	-0.2	-2	8.0	5
10	-6	-0.3	1	-0.5	-8

Next compounds
No.	structure	SUMO1 PPI mod	NRP1-CendR mod	MsrA inhibitor	STEP inh	DNMT1 inh
11	CC1CCN(S(=O)(=O)N2CCC(C(=O)NCCc3ccccc3)CC2)CC1	4	12	-0.5	-3	0
12	COC(=O)c1ccc(Cc2ccc(C(=O)OC)o2)o1	3	-11	-0.1	0	3
13	CN(Cc1nc2ccccc2s1)C(=O)c1ccc(F)cc1	-4	10	-1.5	-1	0
14	O=C(CCC(=O)N(CC(=O)NC1CCCCC1)c1ccc(F)cc1)Nc1nccs1	-3	7	-1.3	0	2
15	CC1=Nn2c(nc(-c3ccccc3)c2-c2ccccc2)N(CC(N)=O)C(=O)C1	22	5	-1.1	-2	0
16	O=C(CCCC(=O)N(c1cccc(F)c1)C(C(=O)NC1CCCC1)c1ccc(O)cc1)Nc1ccccn1 (centres undefined)	3	0	1.4	-3	-1
17	CCOC(=O)c1sc(N)c(C#N)c1CSc1nc2ccc(C)cc2[nH]1	6	-14	2.3	-3	-11
18	COc1ccc(S(=O)(=O)N(CC(=O)NCc2ccco2)c2ccccc2OC)cc1	2	17	0.4	14	23
19	CCC1CN(C(=O)NCc2ccc(C)cc2)c2ccccc2O1 (centres undefined)	4	1	-0.2	2	3
20	CCCn1c(N)c(C(=O)CSc2nnc(-c3cccnc3)n2-c2ccc(C)cc2C)c(=O)[nH]c1=O	-3	-14	-0.3	2	3

No.	E coli Lon inh	TbMetRS inhib	bovine MsrA act	LMPTP block	Scp1 inh
11	-4	-0.5	-4	0.5	1
12	-5	-0.2	-2	0.0	-1
13	2	-0.2	-3	-0.1	-9
14	3	-0.5	-2	-0.2	-1
15	-6	-0.9	-4	-3.1	-6
16	-4	-0.2	-2	0.2	-5
17	7	-1.0	-2	2.1	2
18	-3	-0.3	-5	5.5	10
19	-2	-0.9	0	0.3	-1
20	8	-1.5	-11	0.0	1

Following part.
No.	structure	SUMO1 PPI mod	NRP1-CendR mod	MsrA inhibitor	STEP inh	DNMT1 inh
21	CCCCCCCC1CC(=O)C=C(C)C1C(=O)OCC (centres undefined)	4	-7	1.6	3	3
22	CC(C(=O)Nc1ccc(N2CCOCC2)cc1)N1C(=O)c2ccccc2C1=O (centres undefined)	-2	6	0.0	-2	-4
23	CC(C(=O)Nc1cccc(S(=O)(=O)N2CCOCC2)c1)N1CCN(C/C=C/c2ccccc2)CC1 (centres undefined)	3	4	-0.8	-5	1
24	C[C@H](CO)N1C[C@H](C)[C@H](CN(C)C)Oc2ccc(NS(=O)(=O)c3ccc(F)cc3)cc2CC1=O	7	5	-0.5	-1	1
25	CC1CC(C)CN(CC(O)COc2ccc3c(c2)CCC3)C1 (centres undefined)	0	7	0.4	-3	-1
26	O=C(CN(C(=O)CNC(=O)c1cccs1)c1ccccc1F)NC1CCCCC1	1	8	-0.8	1	2
27	O=C(NNC(=O)c1ccccc1[N+](=O)[O-])c1ccco1	-5	0	1.3	0	0
28	CC(=O)N1CCN(CC(=O)Nc2cc([N+](=O)[O-])ccc2Cl)CC1	-19	2	0.6	-5	4
29	O=C(Cc1ccc(F)cc1)OCC(=O)c1cc2ccccc2o1	-6	-2	0.6	2	1
30	COc1ccc(-c2ccc(SCC(=O)NC3CCCC3)nn2)cc1	-1	-15	0.5	-4	2

No.	E coli Lon inh	TbMetRS inhib	bovine MsrA act	LMPTP block	Scp1 inh
21	0	0.1	-2	2.6	-2
22	4	0.2	-1	0.3	0
23	15	-0.1	-5	-1.5	-5
24	-3	-0.4	-2	-1.8	-3
25	-5	-0.9	-4	-1.1	-8
26	6	0.3	-1	0.1	1
27	-2	-0.3	-3	-1.5	-7
28	5	-0.3	-4	-3.2	-5
29	-12	-0.7	-2	0.9	-18
30	-2	-0.2	-4	-0.5	/

Profiles from above. Screens in order: SUMO1 PPI mod, NRP1-CendR mod, MsrA inhibitor, STEP inh, DNMT1 inh, E coli Lon inh, TbMetRS inhib, bovine MsrA act, LMPTP block, Scp1 inh
`C[C@H](CO)N1C[C@H](C)[C@H](CN(C)C)Oc2ccc(NS(=O)(=O)c3ccc(F)cc3)cc2CC1=O` reads 7, 5, -0.5, -1, 1, -3, -0.4, -2, -1.8, -3
`CC(=O)N1CCN(CC(=O)Nc2cc([N+](=O)[O-])ccc2Cl)CC1` reads -19, 2, 0.6, -5, 4, 5, -0.3, -4, -3.2, -5
`O=C(CN(C(=O)CNC(=O)c1cccs1)c1ccccc1F)NC1CCCCC1` reads 1, 8, -0.8, 1, 2, 6, 0.3, -1, 0.1, 1

More compounds:
No.	structure	SUMO1 PPI mod	NRP1-CendR mod	MsrA inhibitor	STEP inh	DNMT1 inh
31	CCOc1ccc(N(CC(=O)NC(C)(C)C)C(=O)c2ccco2)cc1	3	2	0.3	2	7
32	COCCCN(C(=O)CSCC(=O)Nc1cccc(C)c1)c1c(N)n(Cc2ccccc2)c(=O)[nH]c1=O	2	-14	2.1	0	-2
33	COc1cc(/C=N/NC(=O)C(=O)NCc2cccnc2)ccc1O	-13	9	3.5	-1	3
34	CC(C)C[C@@H]1Cc2[nH][nH]c(=O)c2[C@H](C(C)C)O1	10	-5	-0.2	/	/
35	O=C(N/N=C1\CC(c2ccccc2)Oc2ccccc21)c1cccnc1 (centres undefined)	-1	-7	1.5	-2	1
36	Cc1ccc(Oc2ccc(NC(=O)C3=CC=CN4CCS(=O)(=O)N=C34)cc2)cc1	1	0	1.2	-5	-8
37	COc1ccc(Br)cc1C(=O)Nc1ccc(N2CCCC2)cc1	8	-5	-1.0	4	0
38	CN1CCN(c2oc(COc3ccc(-c4ccccc4)cc3)nc2C#N)CC1	3	-5	2.3	4	-7
39	O=C(NCCc1ccc(Cl)cc1)C1CCCN(S(=O)(=O)c2cnc[nH]2)C1 (centres undefined)	7	-1	2.1	-3	-4
40	CCCCn1cnc2cc(NCc3cccc(OC)c3O)ccc21	0	-13	-0.5	2	-4

No.	E coli Lon inh	TbMetRS inhib	bovine MsrA act	LMPTP block	Scp1 inh
31	-3	-1.4	-12	-1.5	49
32	5	-0.5	0	-0.2	-1
33	0	-0.1	-1	-1.0	-8
34	15	-0.3	-3	-1.2	/
35	-5	-0.7	-3	-1.5	-7
36	-2	-0.2	-1	2.6	-1
37	0	-0.8	-4	4.1	-2
38	-4	-0.7	-3	-5.1	-4
39	-9	-0.4	-12	-1.6	12
40	-4	3.2	0	3.5	-4

(listing goes on)
No.	structure	SUMO1 PPI mod	NRP1-CendR mod	MsrA inhibitor	STEP inh	DNMT1 inh
41	COc1ccccc1NC(=O)NCc1ccc(C)n1C	2	2	-0.7	4	1
42	Cc1c(NC(=O)c2ccco2)c(=O)n(-c2ccccc2)n1C	-3	-5	-0.2	-3	3
43	N=C1C=CC=C2C1=NC1(CCCCC1)N2O	-29	10	0.5	3	-12
44	C=CCONC(=O)Cc1ccccc1	1	-13	-0.1	-3	-3
45	Cc1ccc(C(=O)O[C@H](C(=O)O)[C@H](OC(=O)c2ccc(C)cc2)C(=O)O)cc1	5	-6	0.5	0	0
46	COc1ccc(/C=N/NC(=O)c2ccc(NC(C)=O)cc2)cc1COc1ccc(F)cc1F	14	-15	2.1	1	77*
47	CCOC(=O)N1CCN(S(=O)(=O)c2ccc3c(c2)OCC(=O)N3)CC1	11	1	0.0	2	3
48	CN(C)C(=O)Nc1ccccc1	-7	3	-0.4	2	2
49	COc1cc(CCC(=O)Nc2ccc(S(=O)(=O)N3CCOCC3)cc2)cc(OC)c1OC	1	7	-0.5	-1	4
50	CCN1C=C(C(=O)OC)C(c2cccc(C)c2)C(C(=O)OC)=C1	-4	5	0.5	1	0
51	CCOc1ccc(C(=O)NCCc2ccc3c(c2)OCCO3)cc1	0	0	1.8	1	2

No.	E coli Lon inh	TbMetRS inhib	bovine MsrA act	LMPTP block	Scp1 inh
41	1	-0.4	-3	0.1	-3
42	1	0.4	6	-1.4	-6
43	-2	-1.4	-7	3.6	-7
44	-11	-0.3	-14	-0.3	4
45	-11	-0.7	-3	-1.0	-12
46	-45	-0.3	-4	7.4	24
47	10	-0.8	-10	-1.5	-6
48	-4	-0.9	-2	0.9	-4
49	6	-0.7	-12	-0.1	-3
50	2	-0.1	-1	1.0	-5
51	-1	-0.6	-1	0.0	-7

The order is random; 4.3% or so of the library scored in one or more.
